Assay outcomes: PubChem, several laboratories
BoNT A protease – blocks Botulinum neurotoxin A light chain protease. hit rate 0.17% among 360,000. inhibition, % at 10 µM. AID 588499. multiplex microsphere protease substrate cleavage, flow cytometry; note: plate controls were buffer without enzyme for full effect and enzyme alone for no effect
PfHsp40 rescue – rescue of PfHsp40-mediated yeast toxicity; S. cerevisiae expressing PfHsp40, growth rescue, ATP luminescence; growth rescue, % at 12.5 µM; hit rate 0.68% among 340,000; in the data active = growth rescue above about 28%, passing the limit was not always enough; inconclusive = no clear call, values can overlap the other calls;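 note: yeast W303a lacking pdr1 and pdr3 grown in galactose medium; growth measured after three days at 30 °C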
PrPC surface inh – inhibitors of human cell surface prion protein PrPC | hit rate 0.43% among 370,000 | inhibition, % at 13.8 µM | TR-FRET read-out | P04156 | AID 720596; in the data active = inhibition above about 24%; note: 0% = median of the test wells and 100% = reference compound wells
CCHFV vOTU inh – CCHFV vOTU protease inhibition | AID 651958 | inhibition, % at 11.5 µM | Pep-AMC fluorescence | hit rate 0.55% among 370,000; in the data active = inhibition above about 30%; note: 0% = vehicle wells with enzyme and 100% = no enzyme wells
Y pestis TopoI – Y. pestis Topo-I inhibition via cleavage products | hit rate 0.064% among 360,000 | AID 504884 | activity, % at 10 µM | Y. pestis Topo-I cleavage product accumulation, plate reader; in the data active = activity above about 50%, passing the limit was not always enough; inconclusive = no clear call, values can overlap the other calls; note: inactives centre near 2
BoNT F protease – BoNT F light chain protease inhibition. Multiplex microsphere protease cleavage assay, flow cytometry. inhibition, % at 10 µM. hit rate 0.22% among 360,000. AID 588497; in the data active = inhibition above about 35%, passing the limit was not always enough; inconclusive = no clear call, values can overlap the other calls; note: plate controls were buffer without enzyme for full effect and enzyme alone for no effect
Anthrax LF prot – inhibitors of Bacillus anthracis lethal factor protease. P15917. multiplex microsphere protease cleavage assay, LF. inhibition, % at 10 µM. hit rate 0.12% among 360,000; note: plate controls were buffer without enzyme for full effect and enzyme alone for no effect
TcdB GH inh – blocks C. difficile toxin B glycohydrolase activity; TcdB glycohydrolase enzymatic assay, plate reader; hit rate 0.24% among 350,000; inhibition, % at 9.99 µM; in the data active = inhibition above about 10%
FadD28 FP inh – inhibitors of Mycobacterium tuberculosis FadD28 bisubstrate binding. FadD28 bisubstrate probe binding, fluorescence polarization. inhibition, % at 12.5 µM. hit rate 0.22% among 360,000; in the data active = inhibition above about 8.5%, passing the limit was not always enough; inconclusive = no clear call, values can overlap the other calls
The depositor's hits bear a star; ? = inconclusive; nt = not tested or not shown. Cut-off read from the data, not from the text of the source, unless noted: active = inhibition above about 30%; inconclusive = no clear call, values can overlap the other calls; inactive = below that.

No.	smiles	BoNT A protease	PfHsp40 rescue	PrPC surface inh	CCHFV vOTU inh	Y pestis TopoI	BoNT F protease	Anthrax LF prot	TcdB GH inh	FadD28 FP inh
1	CC(=O)Nc1ccc(C(=O)CSc2nccc(=O)[nH]2)cc1	-0.3	-1.5	1	-1	1	-6	-5	0.8	-4.2
2	O=C(O)c1cc(-c2cc3ccccc3o2)nn1-c1ccccc1	-0.9	0.6	9	-13	8	-8	-8	0.4	-1.0
3	O=C(Oc1cccnc1)c1cc2ccccc2oc1=O	-0.3	1.2	0	2	-4	2	-6	nt	-4.6
4	CCOC(=O)c1cnc[nH]c1=O	-0.1	-0.9	7	-10	-4	-5	-8	2.5	-0.4
5	CCC(Oc1ccccc1C)C(=O)Nc1ccc(S(=O)(=O)Nc2cc(C)on2)cc1 (configuration not stated)	-1.0	-1.4	0	18	9	3	-1	0.0	nt
6	O=c1[nH]cnc2c1C(c1ccccc1[N+](=O)[O-])c1c(nc[nH]c1=O)O2	2.7	1.4	-6	-11	-8	3	-2	nt	-0.8
7	CCOc1ccccc1CNC(=O)C1CCCN(c2nn3c(=O)cc(C)nc3s2)C1 (configuration not stated)	-0.5	1.2	5	16	-2	-4	-1	2.5	1.0
8	NC(=O)CN1C(=O)C(O)(CC(=O)/C=C\C=C\c2ccccc2)c2ccccc21 (configuration not stated)	-0.4	-1.2	-3	-3	4	-5	2	nt	-0.3
9	O=C(NCCN1C(=O)S/C(=C/c2cccnc2)C1=O)c1cccs1	0.2	-1.8	5	3	-8	3	-6	1.0	-1.6
10	Cc1cccc(NC(=O)c2cc(-c3cc(C)cc(C)c3O)n[nH]2)c1	1.9	-1.4	2	7	8	25	-20	0.1	-2.9
11	O=C1c2ccccc2-c2nnc(-c3ccccc3)cc21	-0.2	-2.2	-10	14	-11	-1	-14	nt	-0.6
12	CC(=O)Nc1ccc(NC(=O)CNS(=O)(=O)c2ccc(C)cc2)cc1	0.3	-1.2	-1	-13	4	-4	2	nt	-2.0
13	COC(=O)c1ccc(OCCN2CCCCCC2)cc1	0.7	-0.3	9	4	0	1	0	-5.0	0.0
14	CCOC(=O)C(Cc1ccc(O)cc1)NC(=O)CNC(=O)C1CCCN1C(=O)OC(C)(C)C (configuration not stated)	1.1	-2.4	-3	-7	1	-3	-5	0.5	0.6
15	CNC(=O)Oc1ccc(N(C)C)cc1C(C)C	-0.8	-0.3	-2	-5	7	?	2	-0.3	0.2
16	Nc1nc2ncccc2cc1C(=O)NCCc1cccs1	-0.2	nt	8	-118	nt	-4	1	-1.1	nt
17	CCOC(=O)N1CCN(C(=O)c2ccc3c(c2)sc2nc(-c4ccccc4)cn23)CC1	-0.1	3.5	-4	-4	14	2	-2	nt	-7.5
18	COC(=O)COc1ccc(Oc2cc(C)nc(SC)n2)nn1	?	0.0	nt	nt	7	-6	1	0.6	-0.4
19	COc1cccc(-n2c(=S)[nH]c3c(oc4ccccc43)c2=O)c1	0.2	3.0	13	28	6	11	-1	1.5	-1.9
20	COCCCNCCOCCOc1ccccc1-c1ccccc1	2.1	0.2	7	9	1	8	1	nt	-0.8
21	O=C(CCCn1c(=S)[nH]c2ccccc2c1=O)N1CCN(c2cccc(Cl)c2)CC1	0.8	-1.1	5	4	37	12	-4	nt	-3.4
22	Cc1ccc(-n2nc(C(=O)O)cc2-c2ccccc2Cl)cc1	-9.1	1.2	-1	1	1	-29	-10	3.8	-4.2
23	O=C1[C@@H]2Cc3c([nH]c4ccccc34)C(c3ccc([N+](=O)[O-])cc3)N2C(=O)CN1C1CC1 (some centres not stated)	-0.6	-0.6	-20	-15	-10	-7	9	1.3	-5.1
24	O=C(NC(=S)Nc1cc(C(F)(F)F)ccc1N1CCOCC1)c1sc2ccccc2c1Cl	-1.2	1.0	1	-9	-3	-6	0	0.3	-1.2
25	CCN(CC)c1ccc(N=Cc2ccc([N+](=O)[O-])o2)cc1	-0.2	-0.6	-25	19	-13	-56	-13	-16	1.4
26	COc1ccc(NC(=O)c2oc3ccccc3c2NC(=O)c2ccc3c(c2)OCO3)cc1	2.2	0.3	-1	-7	-7	-2	-3	nt	-5.7
27	COc1ccccc1CCNC(=O)C(=O)NCCC1CCCCN1S(=O)(=O)c1ccccc1 (configuration not stated)	nt	1.9	0	-5	34	nt	nt	0.5	-3.5
28	CCN1CCN(CC(=O)Nc2ccc3c(c2)OCO3)C(=O)C1=O	-0.5	-0.6	-7	9	-2	2	0	-0.4	0.0
29	COC(=O)c1ccc(NC(=O)CSc2nncc3ccc(OC)c(OC)c23)cc1	1.8	-0.8	-5	-3	8	5	-3	nt	-4.7
30	O=C(NCCO)C(=O)Nc1cc2c3c(c1)CCC(=O)N3CCC2	-0.7	0.5	1	10	1	-6	0	0.3	-3.0

Complete entries as entered above. Screens in order: BoNT A protease | PfHsp40 rescue | PrPC surface inh | CCHFV vOTU inh | Y pestis TopoI | BoNT F protease | Anthrax LF prot | TcdB GH inh | FadD28 FP inh
Entry for CCOc1ccccc1CNC(=O)C1CCCN(c2nn3c(=O)cc(C)nc3s2)C1 (configuration not stated) : -0.5 | 1.2 | 5 | 16 | -2 | -4 | -1 | 2.5 | 1.0
Entry for O=C1c2ccccc2-c2nnc(-c3ccccc3)cc21 : -0.2 | -2.2 | -10 | 14 | -11 | -1 | -14 | nt | -0.6
Entry for CC(=O)Nc1ccc(NC(=O)CNS(=O)(=O)c2ccc(C)cc2)cc1 : 0.3 | -1.2 | -1 | -13 | 4 | -4 | 2 | nt | -2.0
Entry for O=C1[C@@H]2Cc3c([nH]c4ccccc34)C(c3ccc([N+](=O)[O-])cc3)N2C(=O)CN1C1CC1 (some centres not stated) : -0.6 | -0.6 | -20 | -15 | -10 | -7 | 9 | 1.3 | -5.1

Reformatted with values under each structure: part of the list above
Order of values: BoNT A protease | PfHsp40 rescue | PrPC surface inh | CCHFV vOTU inh | Y pestis TopoI | BoNT F protease | Anthrax LF prot | TcdB GH inh | FadD28 FP inh
(23) O=C1[C@@H]2Cc3c([nH]c4ccccc34)C(c3ccc([N+](=O)[O-])cc3)N2C(=O)CN1C1CC1 (some centres not stated)
→ -0.6 | -0.6 | -20 | -15 | -10 | -7 | 9 | 1.3 | -5.1
(10) Cc1cccc(NC(=O)c2cc(-c3cc(C)cc(C)c3O)n[nH]2)c1
→ 1.9 | -1.4 | 2 | 7 | 8 | 25 | -20 | 0.1 | -2.9

(continued)
No.	smiles	BoNT A protease	PfHsp40 rescue	PrPC surface inh	CCHFV vOTU inh	Y pestis TopoI	BoNT F protease	Anthrax LF prot	TcdB GH inh	FadD28 FP inh
31	CC(C)C(=O)NCCSc1c[nH]c2ccccc12	-0.2	0.4	-6	1	3	-8	-9	2.5	-1.9
32	O=[N+]([O-])c1ccccc1/C=N/Nc1nnc(-c2ccccc2)c(-c2ccccc2)n1	-0.1	42*	3	-8	0	-2	1	nt	-3.5
33	CCNc1nc(N)nc(-c2cc(Cl)ccc2OC)n1	0.4	1.2	4	4	-2	-13	0	nt	-0.7
34	COC(=O)c1ccc(Cn2cc(/C=C\[N+](=O)[O-])c3ccccc32)o1	6.5	-0.5	-7	-12	4	?	-7	-0.7	0.1
35	O=C1c2cccc3cc([N+](=O)[O-])cc(c23)C(=O)N1CC1CCCO1 (configuration not stated)	-0.6	1.1	-21	-1	-8	0	0	1.9	-6.5
36	CN1CCN(S(=O)(=O)c2ccc(NC(=S)NC(=O)C3CCCCC3)cc2)CC1	-0.2	-1.1	7	-4	15	4	-2	-1.0	-3.4
37	COc1cccc(CN(C)C(=O)C2CCN(S(=O)(=O)c3cccs3)CC2)c1OC	-0.3	0.6	-8	3	23	1	-7	-0.6	-4.2
38	COc1cc(C2(O)CCCCC2C)cc(OC)c1OC (configuration not stated)	-1.0	-0.9	-1	4	-9	-12	0	nt	-0.5
39	COc1ccc(CNS(=O)(=O)c2c(C(=O)N3CCCCCC3)c(C)n(C)c2C)cc1	5.6	-1.1	-3	-2	-5	-1	6	-0.3	-2.8
40	O=C1CSC(c2ccc([N+](=O)[O-])cc2)N1c1ccccc1 (configuration not stated)	-3.1	0.4	-18	-8	-1	4	-5	-0.6	0.3
41	CCCCN1CCC(=O)NC1=O	0.3	-2.8	0	-13	1	-7	2	0.8	-2.5
42	CCOC(=O)C1(CCCc2ccccc2)CCN(C(=O)CCCn2cncn2)CC1	0.3	0.0	0	3	38	-4	-2	0.3	-2.1
43	Cc1ccc(Cn2nnc3c(=O)[nH]c(C4CCCN(C(=O)Nc5ccc(F)cc5)C4)nc32)cc1 (configuration not stated)	-0.1	0.2	4	-2	-2	6	-1	nt	0.2
44	CC(C)CC(NC(=O)/C(=C\c1ccco1)NC(=O)c1ccco1)C(=O)O (configuration not stated)	-0.5	-0.2	2	-3	-1	-19	-7	-1.8	-1.9
45	Cc1ccc(-n2nc3c(c2NC(=O)c2ccc4c(c2)OCO4)CS(=O)C3)cc1 (configuration not stated)	-0.8	-0.7	5	7	-7	-10	-1	nt	-1.6
46	Cc1cc(NC(=O)CCC(=O)N(Cc2ccco2)C2(C(=O)NC3CCCC3)CCCCC2C)no1 (configuration not stated)	-0.5	1.7	-2	4	41	1	-1	0.8	-5.5
47	CCN(CC)C(=O)/C(=C/c1cccc([N+](=O)[O-])c1)NC(=O)c1ccco1	0.7	0.6	-12	13	2	-3	-5	1.3	-0.1
48	O=C(N/C(=C\c1ccc(Br)cc1)C(=O)N1CCOCC1)c1ccco1	0.5	-0.4	-6	0	6	-2	1	1.0	-0.3
49	COc1ccccc1NC(=O)N1CCN(CCc2ccccc2)CC1	-0.1	-2.0	0	-9	8	-6	-1	0.5	0.4
50	Cc1cccnc1NC(=O)c1ccc(S(=O)(=O)N2CCCC2)cc1	-0.2	nt	-3	3	4	-14	0	1.1	1.2
51	CCCCCCc1c(O)nc(SCCN2CCOCC2)[nH]c1=O	-0.2	-0.2	6	7	-6	1	-3	-1.9	-1.5
52	COc1ccccc1NC(=O)Cn1cc(C#N)c2ccccc21	-0.2	-0.2	3	-8	-2	-13	-3	nt	0.1
53	CN=C(C)/C(C(=O)OC)=C(/O)c1c(F)cccc1F	-3.5	1.1	8	-9	-1	?	-10	3.0	-2.2
54	O=C(NCC1CCCO1)C(c1cccs1)N(C(=O)c1ccc(-c2ccccc2)[nH]1)C1CCCC1 (configuration not stated)	-1.0	-0.7	5	3	7	-8	0	nt	-18
55	O=C(O)Cn1c(-c2ccccc2)cc2ccccc21	-1.2	-0.7	9	-16	2	-1	2	0.2	-2.0
56	Cc1nccn1-c1ccc(C(F)(F)F)cc1NC=O	-0.8	-1.3	-2	-1	-5	1	-6	nt	-2.9
57	COc1ccc(/C(C#N)=C/c2c(-c3ccc(Cl)cc3)nc3c(C)cccn23)cc1	-0.8	0.2	2	1	-7	4	-7	nt	-0.1
58	CCCN1C(=O)C2(SC(NC(C)=O)=NN2C(C)=O)c2cc(C)ccc21 (configuration not stated)	-1.7	-1.0	0	10	0	-12	1	-1.8	-2.0
59	CCCOc1ccc(NC(=O)C2CC(=O)N/C(=N/N=C(\C)CCc3ccc4c(c3)OCO4)S2)cc1 (configuration not stated)	0.3	1.3	-1	10	21	-3	-1	nt	-1.6
60	CCOC(=O)c1oc2ccc(S(=O)(=O)n3nc(-c4cc(OC)c(OC)c(OC)c4)cc3N)cc2c1C	-0.6	0.6	-8	16	16	-2	1	-1.3	-3.2
61	O=C(Cc1cccc([N+](=O)[O-])c1)Nc1cccc(C(=O)N2CCCC2)c1	0.0	-0.9	-10	-3	8	8	1	0.6	-0.3
62	COc1ccc(C(=O)Nc2cc3c(oc2=O)CCCC3=O)cc1	-0.7	-1.3	-9	-7	7	-8	-4	-0.4	1.9
63	CC1(C(=O)NS(=O)(=O)c2ccc(Cl)cc2)CCN1C(=O)C1(c2ccc(Cl)cc2)CCC1 (configuration not stated)	-0.1	nt	-2	7	7	-10	4	-0.5	-2.9
64	O=C(CNC(=O)c1ccccc1)OCC(=O)c1c[nH]c2ccccc12	0.9	-0.5	1	5	0	-8	0	0.6	-3.2
